Compound activity as filed in PubChem BioAssay.
DT40 TDP1 CPT: DT40-hTDP1 cell growth loss with CPT. hit rate 12% among 420,000. AID 686979. chicken DT40 Tdp1-/-;hTDP1 cells + 20 nM CPT, ATP luminescence, 48 h. Potency, µM (doses to about 46.2 µM), for the others: at the highest dose activity change, negative = growth inhibition, most hits filed as inhibitors; note: nearly all actives have a fitted effect of over 55% in size
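Cell growth measured by CellTiter-Glo luminescence after a minimum 48 h, 37 C compound exposure with 20 nM CPT in Tdp1-knockout DT40 cells stably expressing hTDP1, seeded 400/well; qHTS titration format.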
KAT2A inh: GCN5L2 (KAT2A) acetyltransferase inhibition. Q92830. GCN5L2 HAT assay, ThioGlo1 CoA-SH fluorescence. Potency, µM (top dose mostly 58.9 µM), inactives show at the highest dose activity change, negative = inhibition, most hits filed as inhibitors. hit rate 0.21% among 390,000. AID 504327
Target sequence (Q92830 whole entry, looked up): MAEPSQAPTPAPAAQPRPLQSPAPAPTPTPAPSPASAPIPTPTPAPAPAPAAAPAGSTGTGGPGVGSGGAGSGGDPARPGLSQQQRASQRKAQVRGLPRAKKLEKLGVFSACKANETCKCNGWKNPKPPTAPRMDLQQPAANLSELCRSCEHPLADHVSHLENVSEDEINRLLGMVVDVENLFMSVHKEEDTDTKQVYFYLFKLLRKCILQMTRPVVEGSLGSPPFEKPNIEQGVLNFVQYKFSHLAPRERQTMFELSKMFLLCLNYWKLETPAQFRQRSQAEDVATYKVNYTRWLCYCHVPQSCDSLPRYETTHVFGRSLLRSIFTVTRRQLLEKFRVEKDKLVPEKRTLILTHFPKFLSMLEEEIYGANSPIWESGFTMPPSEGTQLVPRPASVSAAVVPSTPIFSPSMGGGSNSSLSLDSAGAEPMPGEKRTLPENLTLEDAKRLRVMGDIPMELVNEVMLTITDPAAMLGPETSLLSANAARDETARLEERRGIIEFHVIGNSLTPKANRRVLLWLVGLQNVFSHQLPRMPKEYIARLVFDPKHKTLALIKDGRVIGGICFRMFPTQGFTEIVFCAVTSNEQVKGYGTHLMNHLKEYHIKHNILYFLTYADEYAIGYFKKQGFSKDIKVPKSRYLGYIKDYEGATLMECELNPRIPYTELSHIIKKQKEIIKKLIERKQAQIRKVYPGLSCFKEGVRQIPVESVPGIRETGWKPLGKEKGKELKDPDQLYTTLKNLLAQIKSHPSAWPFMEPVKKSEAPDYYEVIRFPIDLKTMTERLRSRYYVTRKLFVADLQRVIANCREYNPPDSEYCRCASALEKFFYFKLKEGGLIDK
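GCN5L2 (20nM final) in 50mM HEPES, 0.1mM EDTA pH 7.5, 0.01% Tween-20 was preincubated 15 min at room temperature with compound, then given ThioGlo1 (50uM), H3(1-25) peptide (75uM) and acetyl-CoA (70uM); CoA-thiol fluorescence (Ex340/Em540) was read at 0 and 20 min.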
TDP1 cell noCPT: qHTS for Inhibitors of human tyrosyl-DNA phosphodiesterase 1 (TDP1): qHTS in cells in absence of CPT; DT40 Tdp1-/- hTDP1 cells, no CPT, ATP luminescence, 48 h; Potency, µM (highest dose often 46.2 µM), inactives show at the top dose activity change, negative = growth inhibition, hits mostly inhibitors; hit rate 15% among 420,000; AID 686978, 2013; note: nearly all actives have a fitted effect of over 55% in size
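Camptothecin absent (DMSO only). Human TDP1-complemented DT40 knockout cells, 400 cells/well, 37 °C for minimum 48 hr; ATP measured via CellTiter-Glo, 30 min dark incubation, luminescence.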
Active calls of the source: *; ? = inconclusive; nt = no result given; & = joins results of further samples. Calls come from the whole dose curve; as a rule, active = well fitted curve in the direction sought with a large enough effect; inconclusive = small, poorly fitted or top-dose-only effect, or another doubt; inactive = no such curve, though single readings can be large; an effect the other way counts as inactive or inconclusive. % is set by controls: 0 for no effect and ±100 for the full control effect; potency is the fitted concentration of half-maximal effect.

smiles	DT40 TDP1 CPT	TDP1 cell noCPT	KAT2A inh
C/C(O)=C\c1nc(=O)c2c(C)cc(C)nc2n1-c1ccccc1	-21%	-18%	0%
Cn1c(SCc2c(F)cccc2Cl)nc2c(c1=O)SCC2	-19%	?	-16%
CNc1cccnc1C=NNC(N)=S	1.2µM*	0.92µM*	nt
C#CCNC(=O)c1ccc2sc([C@H]3C[C@H](O)[C@@H](CO)O3)nc2c1	-8%	-9%	nt
CC(=O)Nc1ccc(NC(=O)C(Cc2ccccc2)N2Cc3ccccc3C2=O)cc1 (stereo unspecified)	-10%	-9%	4%
CC1(C)CC(=O)C2=C(C1)Nc1ccccc1NC2c1cccs1 (stereo unspecified)	-1%	-3%	-7%
N#Cc1ccc(CSc2nnc(-c3ccccn3)n2-c2ccccc2)cc1	?	?	4%
Cc1cccc(-c2nc(CCNC(=O)c3ccco3)cs2)c1	?	?	-3%
O=S(=O)(Cc1ccccc1)Nc1cccc(Br)c1	-6%	17%	-23%
C=CC(=O)Nc1cccc(CN2C(=O)N(c3cc(OC)cc(OC)c3)Cc3cnc(NCCCCN(CC)CC)nc32)c1	-12%	?	nt
O=c1c2ccccc2nc(SCCN2CCCCC2)n1CCc1ccccc1	?	21µM*	-5%
COc1cc(NC(=O)c2cccc3c(-c4cnn(C)c4)coc23)cc(OC)c1OC	4.6µM*	3.3µM*	nt
O=C(CSC1=Nc2ccccc2N=C(c2ccc(F)cc2)C1)NCc1ccc(Cl)cc1	21µM*	?	-11%
CC1=NN(c2ccc(Cl)c(C(=O)O)c2)C(=O)/C1=C\c1ccc(-c2ccc(C(=O)O)cc2)o1	-8%	-3%	?
CC(NC(=O)COC(=O)c1ccc2c(c1)OCCO2)c1ccccc1 (stereo unspecified)	-3%	-14%	-1%
CCc1cccc(CC)c1NC(=S)Nc1ccc2cn[nH]c2c1	-26%	-27%	-25%
CC(=O)N(CCOc1ccccc1)CCOc1ccccc1	-26%	?	nt
N#Cc1ccccc1S(=O)(=O)N1CCN(C(=O)Cc2n[nH]c(=O)c3ccccc23)CC1	-1%	-15%	-3%
Cc1cc(C)c2nc(SC(C)C#N)cc(C)c2c1 (stereo unspecified)	-2%	-12%	2%
CS(=O)(=O)N(Cc1ccc(C(=O)N2CCc3ccccc3C2)cc1)c1ccccc1	?	?	-3%
Nc1nc2sc3c(c2cc1C(=O)NCC(=O)O)CCCC3	-28%	-5%	-18%
O=C(N/N=C/C(c1ccccc1)c1ccccc1)c1ccccc1F	19%	-17%	-9%
CCn1c(=O)cc(OCC(=O)N2CCCC2)c2ccccc21	?	-21%	-3%
Cc1ccc(C(=O)Nc2ccc(S(=O)(=O)N3CCOCC3)cc2)cc1Br	-1%	?	nt
CN(C)c1ccc(/C=C2\SC(N3CCCCC3)=NC2=O)cc1	?	?	-4%
Cc1ccc(CN2C(=O)N(c3ccc(C)c(Cl)c3)S(=O)(=O)c3ccccc32)cc1	?	?	-14%
COc1cc(CNC(C)(C)CO)ccc1OCC(=O)Nc1ccc(Br)cc1	?	?	-9%
CC(C)CCC1(CCNC(C)c2cccs2)CCOC(C)(C)C1 (stereo unspecified)	?	?	3%
O=c1c2sccc2n(Cc2cc(=O)n3ccccc3n2)c(=O)n1-c1cc(F)ccc1F	-16%	0%	1%
CCOc1cc(/C=C(/C#N)c2nc3ccccc3[nH]2)ccc1Oc1ccc([N+](=O)[O-])cn1	13µM*	?	2%

Retrieved one by one from above:
smiles	DT40 TDP1 CPT	TDP1 cell noCPT	KAT2A inh
Cc1ccc(CN2C(=O)N(c3ccc(C)c(Cl)c3)S(=O)(=O)c3ccccc32)cc1	?	?	-14%
CCn1c(=O)cc(OCC(=O)N2CCCC2)c2ccccc21	?	-21%	-3%

Quoted from the listing.
KAT2A inh, `N#Cc1ccc(CSc2nnc(-c3ccccn3)n2-c2ccccc2)cc1` = 4%
DT40 TDP1 CPT, `C/C(O)=C\c1nc(=O)c2c(C)cc(C)nc2n1-c1ccccc1` = -21%
DT40 TDP1 CPT, `COc1cc(NC(=O)c2cccc3c(-c4cnn(C)c4)coc23)cc(OC)c1OC` = 4.6µM*
KAT2A inh, `Cc1cccc(-c2nc(CCNC(=O)c3ccco3)cs2)c1` = -3%
DT40 TDP1 CPT, `C=CC(=O)Nc1cccc(CN2C(=O)N(c3cc(OC)cc(OC)c3)Cc3cnc(NCCCCN(CC)CC)nc32)c1` = -12%

The main list resumes; the two compounds before the break are reprinted first.
smiles	DT40 TDP1 CPT	TDP1 cell noCPT	KAT2A inh
O=c1c2sccc2n(Cc2cc(=O)n3ccccc3n2)c(=O)n1-c1cc(F)ccc1F	-16%	0%	1%
CCOc1cc(/C=C(/C#N)c2nc3ccccc3[nH]2)ccc1Oc1ccc([N+](=O)[O-])cn1	13µM*	?	2%
O=C1CC2(CCCC2)Oc2ccc(F)cc21	-23%	-12%	nt
O=C(NCc1ccc(Cl)cc1)c1ccc(COCC(F)(F)F)o1	-12%	?	1%
CC(CNC(=O)Cn1ccc(NC(=O)OCc2ccccc2)nc1=O)c1ccccc1 (stereo unspecified)	-29%	?	0%
COc1cccc(-c2nn3c(-c4cc(C)[nH]n4)nnc3s2)c1	16µM*	11µM*	-1%
COc1cccc(C2/C(=C(/O)c3ccc(F)cc3)C(=O)C(=O)N2CCN(C)C)c1 (stereo unspecified)	-23%	8%	-6%
CCCCCC=CCC=CCCCCCCCC(=O)OCC	9%	-1%	-2%
CC1C(=O)N(Cc2cn(CCC3OCCO3)nn2)CCS(=O)(=O)N1Cc1ccc(-c2ccccc2)cc1 (stereo unspecified)	-29%	?	nt
COc1ccc(Nc2cc(C(=O)NCCc3ccccc3)c3ccccc3n2)cc1OC	-4%	-1%	-2%
O=C(NCCc1ccc(Cl)cc1)c1ccc2nccnc2c1	?	?	-3%
COC(=O)Cn1c2ccccc2c2nc(=O)cc(C)n21	5%	-2%	-2%
COc1ccc(C2c3c(noc3C)CC(C)(O)C2C(C)=O)cc1 (stereo unspecified)	4%	2%	-2%
c1nc(N2CCOCC2)c2c3c(sc2n1)CCCC3	?	?	0%
Cc1cccc(C(=O)NCC(=O)NCC(c2ccco2)N2CCCCC2)c1 (stereo unspecified)	-9%	-1%	-4%
COc1cc(/C=C(\C#N)C(=O)NCC2CCCO2)ccc1O (stereo unspecified)	-9%&-1%	-7%&0%	-2%&-4%
C[C@H](CO)N1C[C@H](C)[C@H](CN(C)C(=O)Nc2ccc(F)cc2)Oc2ccc(NC(=O)NC3CCCCC3)cc2CC1=O	?	-29%	-5%
CCCOC(=O)c1ccc(NC(=O)COC(=O)C2CCN(c3ccc(C(F)(F)F)cn3)CC2)cc1	-16%	-4%	nt
CCOC(=O)C1CCCN(C(=O)c2csc(-c3ccc4c(c3)CCO4)n2)C1 (stereo unspecified)	?	?	-3%
COc1ccccc1CNC(=O)c1cc(-c2cccnc2)nc2ccccc12	?	?	-10%
O=C(c1cccnc1Nc1ccccc1F)N1CCOCC1	6%	-11%	-16%
CCCCCCCC1(C)NC(=O)NC1=O (stereo unspecified)	-1%	-12%	-3%
Cc1ccc(OCCC(=O)OCC(=O)NC(=O)NC2CCCC2)cc1	?	?	-9%
Cn1c(CC(=O)NNC(=O)c2ccc(F)cc2Cl)nc2ccccc21	16µM*	?	-3%
Cc1cccc(C)c1-n1c(C)cc(/C=N/NC(=O)CSc2ncccn2)c1C	-4%	?	-3%
CCOC(=O)C1Cc2ccccc2C(=O)O1 (stereo unspecified)	-11%	-1%	-10%
COc1cc(OC)c(N(C)C(=O)c2cn(C3CCCC3)c(=O)c3c2c2ccccc2n3C)cc1Cl	10µM*	8.2µM*	-16%
COc1ccc(NC(=O)C2CCCN2S(=O)(=O)c2cccc3cccnc23)c(OC)c1 (stereo unspecified)	?	?	-1%
CN(C1CCCCC1)S(=O)(=O)c1ccc2c(c1)c(=O)c(C(=O)NCCc1ccccc1)cn2C	-16%	?	-13%
CCOc1ccc(NC(=O)CN(C)C(=O)c2ccc(-c3ccc(C(C)=O)cc3)o2)cc1OCC	-7%	-20%	-11%
CNC(=O)COC(=O)c1cc2c(s1)CCCC2	11%	12%	-14%
CN(C)CCN(Cc1ccco1)c1ccccn1	20%	-2%	nt
CC1=Nc2ccc(C)cc2N(Cc2ccccc2)C(=O)C1	-18%	?	-5%
O=C(NCCCc1ccccc1)C1CCN(C(=O)N2CCOc3ccc(Cl)cc32)CC1	16µM*	15µM*	-14%
CC1(C)CC(=O)/C(=C(\O)CCCN2C(=O)c3ccccc3C2=O)C(=NCC(=O)O)C1	14%	5%	-3%
COC(=O)CN(c1ccc(F)cc1)S(=O)(=O)c1ccccc1	-6%	1%	-2%
CCN(CC)CCN=CC1=C(O)CNC1=O	-17%	1%	-4%
CC(C)c1ccc(N=Cc2c(O)c3ccccc3oc2=O)cc1	?	?	-14%
CCCCc1ccc(NC(=O)c2cc(-c3ccc(C)c(F)c3)on2)cc1	-3%	-8%	-2%
N#CCCn1nc(-c2ccccc2)cc1Nc1ccccc1NC(=O)c1cccs1	?	-27%	-11%
Cc1ccc(S(=O)(=O)/N=C2/NC(=O)/C(=C\c3ccccc3)S2)cc1	?	?	?
Cc1ccc(-c2noc(C3CCCN(C(=O)C4CCCCC4)C3)n2)o1 (stereo unspecified)	-20%	?	-7%
CCN1C(=O)[C@H]2[C@@H](c3ccc(C(F)(F)F)cc3)N[C@]3(CCCN(Cc4ccc(C(F)(F)F)cc4)C3=O)[C@H]2C1=O	12µM*	12µM*	nt
CCOC(=O)N1CCN(C(=O)c2ccc(OC(C)=O)cc2)CC1	0%	-20%	-6%
C[C@]12c3[nH]c4ccccc4c3CCN1C(=O)C(CC(=O)NCCC1=CCCCC1)C[C@@H]2C(=O)N1CCCCC1 (stereo partly specified)	-5%	-23%	0%
CC1=NN(c2ccc(C)cc2C)C(=O)C1C(c1cccc(O)c1)C1C(=O)N(c2ccc(C)cc2C)N=C1C (stereo unspecified)	5%	-13%	27%
Cc1ccccc1NC(=O)c1ccc2c(c1)N(C)CCS2	-24%	-21%	-4%
Cc1ccc(S(=O)(=O)N2[C@@H](c3ccc(Cl)cc3)C(C(=O)O)=CC[C@H]2c2ccc3c(c2)OCO3)cc1	-6%	4%	-3%
Cc1nc(NC(=O)C2CC2)sc1C(=O)N1CCCCC1	-4%	-8%	-3%
Cc1oncc1C(=S)Nc1ccccc1	-6%	-9%	0%
COc1c2ccccc2nc2occc12	5%	2%	-11%
CCn1cc(C2=NOC(C(=O)Nc3cc(OC)c(Cl)cc3OC)C2)c(C)n1 (stereo unspecified)	?	?	0%
CCN(CC)C(=O)c1scc2c1OCCO2	-3%	-20%	-5%
Cn1c(N)c(C(=O)c2ccc(Oc3ccccc3)cc2)c(=O)n(C)c1=O	0%	2%	-6%
COc1ccc(C2CC(c3ccncc3)=NN2c2ccc(S(N)(=O)=O)cc2)cc1 (stereo unspecified)	-15%	-4%	?
O=C(NCCn1cc(SCc2ccccc2F)c2ccccc21)c1c(F)cccc1F	?	23µM*	-8%
COc1ccc(NC(=O)c2cccc(S(=O)(=O)N3CCCCCC3)c2)cc1	?	15µM*	-5%
COc1ccc(OC)c(C(c2nnnn2C2CCCC2)N2CCc3ccccc3C2)c1 (stereo unspecified)	?	?	-6%
Cc1ccc(OCCC(=O)Nc2ccc3c(c2)OCO3)cc1	7%	3%	-6%
CNS(=O)(=O)c1cnccc1N1CCN(C)CC1	-4%	1%	-6%
Cc1cccn2c(=O)c(/C=C(\C#N)C(=O)NC3CCS(=O)(=O)C3)c(N3CCC(C(N)=O)CC3)nc12 (stereo unspecified)	3%	-5%	-7%
COc1ccc(NS(=O)(=O)c2cccc(C(=O)N/N=C/c3ccc(O)cc3)c2)cc1	13%	-3%	2%

Carrying on:
smiles	DT40 TDP1 CPT	TDP1 cell noCPT	KAT2A inh
COC(=O)c1ccc(CSc2nnnn2-c2ccc(C)cc2C)o1	?	?	-5%
Clc1ccc(CCNc2nc3ccccc3c3nc(-c4ccccc4)nn23)cc1	?	12µM*	-5%
Cc1cccc(NC(=O)Nc2nnc([C@@H]3C[C@H](O)[C@@H](CO)O3)s2)c1	?	-10%	nt
CCCC(=O)Nc1ccc(C(=O)NN=C(C2CC2)C2CC2)cc1	-14%	-6%	2%
COc1ccc([N+](=O)[O-])cc1NC(=O)COC(=O)C1CC1	11%	5%	-4%
Cc1ccc(NC(=S)N(CCCN2CCOCC2)Cc2ccco2)cc1C	-25%	?	16%

The list is partial; count on the stated rates, not on these rows.
